Screens: PubChem, Southern Research Specialized Biocontainment Screening Center
M. tuberculosis: growth inhibition of non-replicating M. tuberculosis (AID 488890) | Mycobacterium tuberculosis non-replicating, growth inhibition; higher % means a stronger effect | inhibition, % at 25 µM; hits with a dose series show IC50 in µM | 0.39% of 320,000 active; in the data active = a potency from the dose series; inconclusive = inhibition mostly from about 82% at the one dose, without a potency; inactive = the rest, 99 in 100 with inhibition below about 76%;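 note: plate controls were DMSO cells for no effect and high antibiotic wells for full effect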
H1N1 NS1A inhibition: H1N1 influenza NS1A inhibitors, functional cell based assay (AID 504329); NS1A functional cell-based assay, percent inhibition; higher % means a stronger effect; inhibition, % at 12.5 µM; hits with a dose series show IC50 in µM; 0.3% of 340,000 active; in the data active = a potency from the dose series; inconclusive = inhibition above about 27% without an active follow-up result; note: strong numbers were not always called active
Salmonella PhoP GFP: PhoP regulon inhibitors, Salmonella typhi PhoP promoter GFP reporter, confirmatory (AID 1850). 0.33% of 310,000 active. Salmonella Typhi PhoP-promoter GFP reporter, fluorescence, 4 h; higher % means a stronger effect. inhibition, % at 50 µM; hits with a dose series show IC50 in µM; in the data active = a potency from the dose series; inconclusive = inhibition mostly from about 25% at the one dose, without a potency; inactive = the rest, 99 in 100 with inhibition below about 19%;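 note: 0% = induced wells with vehicle and 100% = uninduced wells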
inhibitors of VEEV: inhibitors of VEEV TC-83 cytopathic effect, confirmation, Vero cells (AID 588727); Vero cells, VEEV TC-83 cytopathic effect inhibition; higher % means a stronger effect; one-dose inhibition, % at 20 µM; IC50 in µM for titrated hits; 0.13% of 350,000 active; in the data active = a potency from the dose series; inconclusive = inhibition mostly from about 14% at the one dose, without a potency; inactive = the rest, 99 in 100 with inhibition below about 12%; note: strong numbers were not always called active
M. tuberculosis HTS: M. tuberculosis growth inhibition, HTS (AID 449762); M. tuberculosis H37Rv growth inhibition, 7H9 media; higher % means a stronger effect; 0.59% of 330,000 active; one-dose inhibition, % at 25 µM; IC50 in µM for titrated hits; in the data active = a potency from the dose series; inconclusive = inhibition above about 70% without an active follow-up result;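 note: bacterial growth assessed after seven days of incubation; strong numbers were not always called active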
inhibitors of VEEV 10K pilot screen: recorded beside inhibitors of VEEV, whose call it bears; inhibition, %; measured here: 10K pilot screen inhibition
* = called active by the depositor; i = inactive; ? = inconclusive; · = not tested or not shown.

Start of the listing, in advance, 7 compounds:
SMILES	M. tuberculosis	H1N1 NS1A inhibition	Salmonella PhoP GFP	inhibitors of VEEV	M. tuberculosis HTS	others
COc1cccc(NC(=O)C(C)N2C(=O)c3ccccc3S2(=O)=O)c1 (stereo not given)	·	-8%	5%	0.9%	6%
C#CCNc1cc(C)nc2ncnn12	9%	1%	-7%	0.5%	-12%
Cc1ccc(C2Nc3ccccc3NC3=C2C(=O)OC(C)C3)cc1 (stereo not given)	-39%	1%	-6%	2.3%	3%
CC(C)Cc1nc(SCC(=O)N2CCCC2)c2c(=O)n(C)c(=O)n(C)c2n1	0%	-2%	-1%	6.5%	6%
CC1(C)C(c2ccccc2)=[N+]([O-])CN1O	2%	-9%	7%	0.5%	-3%
O=C(Nc1ccc(Cl)cc1)N1CCN(Cc2ccc3c(c2)OCO3)CC1	18%	14%	19%	3.6%	2%
Nc1nnc(CC(=O)N/N=C/c2ccc(-c3ccccc3)o2)s1	-28%	-6%	-4%	2.0%	6%

Main list, from the start:
SMILES	M. tuberculosis	H1N1 NS1A inhibition	Salmonella PhoP GFP	inhibitors of VEEV	M. tuberculosis HTS	others
COc1cccc(NC(=O)C(C)N2C(=O)c3ccccc3S2(=O)=O)c1 (stereo not given)	·	-8%	5%	0.9%	6%
C#CCNc1cc(C)nc2ncnn12	9%	1%	-7%	0.5%	-12%
Cc1ccc(C2Nc3ccccc3NC3=C2C(=O)OC(C)C3)cc1 (stereo not given)	-39%	1%	-6%	2.3%	3%
CC(C)Cc1nc(SCC(=O)N2CCCC2)c2c(=O)n(C)c(=O)n(C)c2n1	0%	-2%	-1%	6.5%	6%
CC1(C)C(c2ccccc2)=[N+]([O-])CN1O	2%	-9%	7%	0.5%	-3%
O=C(Nc1ccc(Cl)cc1)N1CCN(Cc2ccc3c(c2)OCO3)CC1	18%	14%	19%	3.6%	2%
Nc1nnc(CC(=O)N/N=C/c2ccc(-c3ccccc3)o2)s1	-28%	-6%	-4%	2.0%	6%
CC1(C)OC(=O)C(=CNc2ccccc2F)C(=O)O1	-15%	-6%	-3%	i	2%
CC(=O)N(Cc1ccc(F)cc1)C1=C(NCCc2ccccc2)C(=O)c2ccccc2C1=O	4.4µM*	32µM*	-2%	1.4%	5.8µM*
COc1ccc(-c2cn3c(C)c(C(=O)N4CCN(c5ccc(F)cc5)CC4)sc3n2)cc1	-8%	1%	-1%	0.5%	-11%
CC(NS(=O)(=O)c1ccc2c(c1)CC(C)N2C(=O)C1CC1)c1ccccc1 (stereo not given)	·	-2%	5%	1.4%	-8%
O=C(CN1CCN(S(=O)(=O)c2ccccc2)CC1)Nc1ccc2c(c1)CCC2	-19%	-1%	-3%	5.2%	-4%
CCCCCOC(=O)C1=C(C)NC(=O)NC1c1ccc(OC)cc1 (stereo not given)	7%	-5%	-4%	5.8%	0%
CC(=O)Nc1c(C(=O)NCc2ccccc2)nnn1Cc1ccccc1	1%	5%	-6%	1.3%	-10%
Cc1ccc2nsnc2c1-n1c(C)nc2ccccc2c1=O	15%	-27%	-6%	1.2%	8%
Cc1cc(=O)oc2cc(OCC(=O)NCc3ccccn3)ccc12	-2%	-11%	2%	0.9%	3%
COc1ccc(NC(=O)CN2CCN(S(=O)(=O)c3cccs3)CC2)cc1Cl	38%	-3%	·	3.5%	3%
O=C(Nc1ccccc1N1CCCCC1)C1CC(=O)N(c2ccccc2F)C1 (stereo not given)	41%	0%	·	i	4%
CNC(=S)Nc1ccc([N+](=O)[O-])c(C)c1	79%	3%	-13%	1.8%	3%
S=C(NCc1cccs1)Nc1cccc2ccccc12	67%	-4%	-2%	0.8%	1%
Cc1c(C(=O)NCCSc2ccc(Cl)cc2)cccc1[N+](=O)[O-]	35%	-2%	-1%	0.7%	65%
Cn1cnnc1SCC(=O)N1N=C(c2ccc(Cl)cc2)CC1c1ccco1 (stereo not given)	43%	9%	8%	1.5%	5%
Cc1cc(C)c(NC(=S)N2CCN(c3ccc([N+](=O)[O-])cn3)CC2)cc1C	-3%	2%	-7%	2.7%	-5%
C#CCOCCOCCOCCNc1nc(N2CCN(C(=O)[C@H](CCC(=O)O)n3cc(C(N)Cc4ccc(O)cc4)nn3)CC2)nc(N2CCN(C(=O)[C@H](CCC(=O)O)n3cc(C(N)[C@H](C)CC)nn3)CC2)n1 (stereo not given in full)	-2%	-1%	1%	0.0%	-5%
CCCCNC(=O)c1cn(C)c2ccc(S(=O)(=O)N3CC(C)CC(C)C3)cc2c1=O (stereo not given)	-5%	-10%	-4%	1.5%	-9%

Later entries
SMILES	M. tuberculosis	H1N1 NS1A inhibition	Salmonella PhoP GFP	inhibitors of VEEV	M. tuberculosis HTS	others
O=C(O)Cn1cc(C(=S)N2CCOCC2)c2ccccc21	·	3%	-2%	1.5%	·
COc1ccc(-c2csc3nc(-c4ccccc4F)oc(=O)c23)cc1OC	?	-10%	19%	4.1%	-2%
O=C(CN1CCN(c2cccc(Cl)c2)CC1)c1ccc(O)cc1O	4%	1%	-1%	2.9%	3%
O=C1CSCC(=O)N1Cc1ccc(Cl)c(Cl)c1	-25%	-6%	-13%	1.8%	2%
COc1ccc(Cl)cc1NC(=O)CSc1nnc(C2CC2)n1N	·	-13%	·	2.8%	·
C/C(=N\NC(=O)c1nnn(-c2nonc2N)c1CN(C)C)c1ccco1	-6%	-5%	-1%	3.9%	-4%
CN(CC(=O)N1CCN(c2ncccn2)CC1)S(=O)(=O)c1ccc(Cl)cc1	9%	0%	1%	1.4%	-5%
CCOC(=O)c1c(C)[nH]c(C(=O)OCC(=O)Nc2cc(C)ccc2OC)c1C	-5%	12%	-1%	?	12%
Cc1oc2cc3oc(=O)c(CC(=O)N[C@H](C(=O)N[C@@H](C(=O)O)c4ccccc4)C(C)C)c(C)c3cc2c1C	-4%	6%	2%	1.3%	-3%
Nc1cc(C(=O)OCC(=O)N2CCOCC2)ccc1Cl	-6%	5%	5%	2.0%	-3%
O=C(NC1CCCCC1)c1ccc(-n2cnnn2)cc1	7%	-14%	1%	3.9%	3%
Cc1ccc(OCCN2CCN(c3ncnc4sc(C)c(C)c34)CC2)cc1	20%	1%	-3%	i	94µM*
Cc1ccc(C)c(NC(=S)NCCc2ccc(F)cc2)c1	?	0%	-2%	0.6%	2%
O=C(NCCCn1ccnc1)c1ccccc1NS(=O)(=O)c1ccc(F)c(F)c1	9%	-14%	-16%	i	-2%
CCOC(=O)c1ccc(S(=O)(=O)N2CCN(C3CC(=O)N(c4ccccc4C(F)(F)F)C3=O)CC2)cc1 (stereo not given)	·	-7%	·	1.6%	·
CCOc1ccccc1NS(=O)(=O)c1ccc(Br)s1	4%	-4%	3%	0.8%	-16%
O=C(COC(=O)CN1C(=O)C(=O)c2ccccc21)OCN1C(=O)c2ccccc2C1=O	-13%	-5%	-4%	0.8%	8%
O=C(c1ccco1)N1CCN(C(=O)c2ccccc2Oc2ccccc2)CC1	10%	-16%	-8%	1.2%	-4%
COc1ccc2c(C)nc(Nc3nc(C)cc(C)n3)nc2c1	31%	-2%	1%	1.3%	3%
CSc1cc(/C=N/O)c(SC)s1	-15%	-1%	5%	0.8%	-3%
Brc1ccc(CNc2cc3c(cc2Br)OCCO3)cc1	4%	-4%	1%	3.0%	2%
CC(C(=O)Nc1nc2ccccc2s1)n1cc([N+](=O)[O-])cn1 (stereo not given)	-2%	-5%	-4%	i	4%
COc1ccc(CCNCCC(=O)Nc2c(C)cc(C)cc2C)cc1OC	-4%	3%	-8%	1.0%	4%
COc1ccc(CN(C)CC(=O)NC(C)c2ccccc2)cc1OC (stereo not given)	-11%	3%	2%	0.1%	-2%
CS(=O)(=O)N(CCc1ccccc1)CC(=O)NCc1cccnc1	-15%	-3%	5%	1.1%	-2%

More entries follow.
SMILES	M. tuberculosis	H1N1 NS1A inhibition	Salmonella PhoP GFP	inhibitors of VEEV	M. tuberculosis HTS	others
COC(=O)c1ccccc1NC(=O)C(=O)NCc1ccncc1	-11%	-4%	0%	1.1%	1%
CCOC(=O)c1cc(OC(=O)c2cccs2)n(-c2ccccc2)n1	46%	4%	-11%	2.8%	-3%
CC1CCC(CN2CCN=C2N(C)C)CC1 (stereo not given)	-5%	12%	-1%	0.1%	-4%
CC(=O)Nc1ccc(N)cc1	0%	-11%	·	0.7%	-5%
CCN1C(=O)/C(=C2/Sc3ccc(OC)cc3N2C)SC1=Nc1ccc(OC)cc1	-3%	11%	0%	1.7%	3%
CCCCN1C(=S)NC[C@@H]1Cc1ccccc1	16%	-2%	15%	0.4%	-4%
Cc1cc(O)cc(O)c1C(=O)Cc1cscn1	-7%	-5%	6%	1.5%	5%
Cc1ccc(S(=O)(=O)NN2C(=O)/C(=C/c3ccc(C(=O)O)cc3)SC2=S)cc1	0%	8%	-3%	0.8%	1%
O=c1c2ccccc2nc(-c2ccc([N+](=O)[O-])cc2)n1O	?	-15%	-11%	i	30%
CCN(CC)C(=O)CSc1nc2ccc(NC(=O)CSc3nccn3C)cc2s1	42%	-5%	-18%	4.7%	-6%
Cc1ccc(N2C(=O)C3C4C=CC(C4)C3C2=O)cc1C (stereo not given)	5%	0%	2%	2.6%	4%
CC(=O)c1ccc(N2CCN(C(=O)C3CCC3)CC2)cc1	-6%	9%	-6%	i	-8%
CCCc1nnc(NC(=O)OCC)s1	2%	-13%	2%	2.8%	-6%
COc1cc(N2C(=O)C=CC2=O)c(OC)cc1Cl	10%	21%	-4%	0.7%	-1%
O=C(N/N=C/c1ccc2c(c1)OCO2)c1ccc2ccccc2n1	-4%	6%	-4%	8.0%	28%
COc1ncnc2c1NC1=C(S2)C(=NCCC(=O)O)CC(C)(C)C1	-2%	-3%	-5%	i	-4%
CC(C)CCNC(=O)C1CCN(S(=O)(=O)c2ccc3c(c2)CC(C)N3C(=O)C2CC2)CC1 (stereo not given)	-4%	-25%	2%	0.3%	-9%
Cc1ccc(C)c(N2CCN(C(=O)C3CCCN(S(=O)(=O)c4c(C)[nH]c(=O)[nH]c4=O)C3)CC2)c1 (stereo not given)	24%	-1%	-9%	0.8%	6%
COc1ccc(N(CC(=O)N/N=C/c2cccc(OC)c2OC)S(=O)(=O)c2ccccc2)cc1	20%	-18%	0%	6.3%	-5%
COC(=O)CSc1nc2ccc(NC(=O)c3ccccc3C(=O)N3CCOCC3)cc2s1	?	5%	-4%	1.3%	?
CCC(=O)NC(=S)Nc1ccccc1F	34%	-26%	0%	i	7%
c1ccc(CNc2ccc3c(c2)ncn3C2CCCCC2)nc1	31%	2%	-3%	0.2%	10%
CSc1nc2ccc(NC(=O)C3=NNC(=O)CC3)cc2s1	59%	5%	-3%	0.8%	?
CCCn1c(SCC(=O)Nc2nonc2C)nnc1-c1ccoc1C	4%	11%	-12%	i	-6%
COc1ccc(C2/C=C\CN(S(=O)(=O)c3ccc(C)cc3)CC(=O)N2Cc2ccc(F)cc2)cc1 (stereo not given)	7%	4%	-5%	i	4%

Next records follow.
SMILES	M. tuberculosis	H1N1 NS1A inhibition	Salmonella PhoP GFP	inhibitors of VEEV	M. tuberculosis HTS	others
CC1CN(C(=O)c2cc(Br)c(Br)s2)CC(C)O1 (stereo not given)	10%	-9%	·	0.2%	4%
O=C(Cc1cccc2ccccc12)N/N=C1\CCCc2ccccc21	-6%	1%	-7%	3.6%	4%
CC(C)(C)NC(=O)NC(=O)COC(=O)Cn1c(C(F)(F)F)nc2ccccc21	-5%	-11%	-2%	3.4%	0%
Cc1cc(OCC(=O)Nc2ccc(CN3CCOCC3)cc2)c2c(C)cc(=O)oc2c1	3%	1%	8%	2.2%	5%
c1ccc(CSc2nnc(-c3cccs3)n2Cc2ccco2)cc1	22%	-1%	11%	0.7%	-4%	inhibitors of VEEV 10K pilot screen=0.4
CCN(CC)CCOC(=O)/C=C/c1ccccc1OC	·	3%	-1%	0.2%	-6%
CCC(C)c1ccc(NC(=O)COc2c(F)c(F)c(C(F)(F)F)c(F)c2F)cc1 (stereo not given)	?	-5%	-1%	i	?
O=C1NC(c2cccs2)C(C(=O)c2ccccc2)C(O)(C(F)(F)F)N1 (stereo not given)	13%	-1%	3%	0.5%	5%
O=C(NC1CCCC1)C(c1ccc(F)cc1)N(Cc1ccc(F)cc1)C(=O)CCl (stereo not given)	26%	21%	-7%	13%	1%	inhibitors of VEEV 10K pilot screen=10
O=C(NCc1ccco1)C(c1ccncc1)N(C(=O)Cn1nnc2ccccc21)c1ccccc1F (stereo not given)	6%	-5%	2%	1.6%	-5%
CN1CCN(CCCNc2c(C=O)c(=O)[nH]c3ccccc23)CC1	7%	-26%	-4%	0.3%	5%
CCOC(=O)CCCCNC(=O)Nc1ccccc1	27%	10%	7%	1.5%	3%
